From PubChem
UPR XBP1 act – adaptive UPR (XBP1) activation; CHO-XBP1 luciferase reporter, IRE1-XBP1 UPR activation, luminescence; percent of tunicamycin response, DMSO as zero; activation, % at 20 µM; 330,000 tested, 0.33% active; AID 463104;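 active means versus positive control, 20 µM dose yields 30% or more activation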;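 further: 100% = tunicamycin at 10 µg/mL and 0% = DMSO only wells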
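Material: CHO cell line with stable XBP1 luciferase reporter; schedule: 16-18 h cell attachment at 37 °C, then 6 h compound exposure; signal: glow luminescence from Steady-Glo reagent; medium: serum-containing F12 medium, 10% FBS; benchmarks: tunicamycin 10 µg/mL and vehicle-only wells; read-out: percent activation relative to tunicamycin reference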
Mdm2-MdmX inh – disrupts the human Mdm2-MdmX interaction | O15151+Q00987 | SaOS-2 split-luciferase Mdm2/MdmX complementation, luminescence | inhibition, % at 8 µM | 330,000 tested, 3% active;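 active means inhibition of at least 50% at 8 µM in the primary screen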
CCR6 antag – antagonists of human CCR6 receptor. P51684. CHO-K1 CCR6 PathHunter beta-arrestin, luminescence, CCL20-stimulated. inhibition, % at 20 µM. 340,000 tested, 0.49% active;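 active means compounds whose inhibition of the agonist-driven luminescence signal at 20 µM reaches about 50%, limit read from the data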;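 further: cells stimulated with CCL20 at 14 nM final; plate controls were DMSO with CCL20 for no effect and DMSO without agonist for full effect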
Target sequence (P51684 whole entry, looked up): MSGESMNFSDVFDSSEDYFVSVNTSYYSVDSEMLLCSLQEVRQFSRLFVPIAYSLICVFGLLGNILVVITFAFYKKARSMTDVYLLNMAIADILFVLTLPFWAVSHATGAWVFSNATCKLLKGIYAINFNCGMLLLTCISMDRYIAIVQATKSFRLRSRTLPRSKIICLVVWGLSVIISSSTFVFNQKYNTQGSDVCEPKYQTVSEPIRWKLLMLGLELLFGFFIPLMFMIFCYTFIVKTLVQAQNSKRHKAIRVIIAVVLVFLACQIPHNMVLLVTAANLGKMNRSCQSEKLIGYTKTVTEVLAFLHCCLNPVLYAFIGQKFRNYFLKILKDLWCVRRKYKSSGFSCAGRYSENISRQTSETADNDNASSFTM
UPR CHOP act – activators of apoptotic arm of unfolded protein response (CHOP). CHO-CHOP luciferase reporter, UPR activation, luminescence; percent of tunicamycin response over DMSO baseline. activation, % at 10 µM. 330,000 tested, 0.34% active. AID 449763;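 active means at 10 µM dose, activation of 40% or more, normalized to positive control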;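 further: 100% = tunicamycin at 10 µg/mL and 0% = DMSO alone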
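measured by = luciferase luminescence | assay system = CHO-CHOP cells, stable luciferase reporter of PERK-eIF2a-CHOP signalling | amount = 500 reporter cells seeded per well | timing = 6 h compound exposure at 37 °C after overnight seeding | controls = positive tunicamycin 10 µg/mL, negative DMSO alone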
EBI2 antag – antagonists of human EBI2 receptor; EBI2 beta-arrestin recruitment, luminescence, 7a,25-OHC stimulated; inhibition, % at 5 µM; 360,000 tested, 0.81% active; in the data active means inhibition above about 38%;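 further: enzyme fragment complementation signal reports receptor beta-arrestin coupling in cells; 0% = agonist plus DMSO wells and 100% = wells without agonist; some results beyond the cut were filed as inactive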
Target sequence (P32249 whole entry, looked up, the tested form may be a part): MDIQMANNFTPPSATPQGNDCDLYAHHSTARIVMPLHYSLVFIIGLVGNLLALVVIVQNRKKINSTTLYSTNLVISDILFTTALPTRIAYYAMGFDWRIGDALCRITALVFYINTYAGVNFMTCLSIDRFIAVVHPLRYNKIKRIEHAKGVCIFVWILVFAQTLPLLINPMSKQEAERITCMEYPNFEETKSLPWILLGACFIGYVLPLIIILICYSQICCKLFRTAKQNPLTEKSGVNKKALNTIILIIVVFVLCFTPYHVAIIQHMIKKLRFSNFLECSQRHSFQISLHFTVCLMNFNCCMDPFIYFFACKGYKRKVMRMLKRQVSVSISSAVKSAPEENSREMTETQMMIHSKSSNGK
Gli-Sufu block – antagonists of Gli-Sufu signaling; Sufu-KO-LIGHT fibroblasts, Gli luciferase reporter luminescence; inhibition, % at 5 µM; 340,000 tested, 0.74% active; AID 588413;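 active means inhibition above about 55%, limit read from the data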;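 further: 0% = DMSO-treated cells and 100% = wells with medium but no cells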
Jurkat NFkB inh – lowers PMA/ionomycin-induced NF-kB signal in Jurkat cells | 330,000 tested, 0.53% active | PMA/ionomycin-induced NF-kB luciferase reporter, luminescence | inhibition, % at 4 µM; in the data active means inhibition above about 50%
CXCR6 inh – CXCR6 (human) receptor inhibition; inhibition, % at 20 µM; CHO-K1 PathHunter CXCR6 beta-arrestin, luminescence; 360,000 tested, 0.36% active; AID 602244; in the data active means inhibition above about 34%, passing the limit was not always enough;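 further: antagonist mode with CXCL16 agonist at 10 nM final; 0% = 10 nM CXCL16 with DMSO and 100% = unstimulated wells without agonist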
Target sequence (O00574 whole entry, looked up): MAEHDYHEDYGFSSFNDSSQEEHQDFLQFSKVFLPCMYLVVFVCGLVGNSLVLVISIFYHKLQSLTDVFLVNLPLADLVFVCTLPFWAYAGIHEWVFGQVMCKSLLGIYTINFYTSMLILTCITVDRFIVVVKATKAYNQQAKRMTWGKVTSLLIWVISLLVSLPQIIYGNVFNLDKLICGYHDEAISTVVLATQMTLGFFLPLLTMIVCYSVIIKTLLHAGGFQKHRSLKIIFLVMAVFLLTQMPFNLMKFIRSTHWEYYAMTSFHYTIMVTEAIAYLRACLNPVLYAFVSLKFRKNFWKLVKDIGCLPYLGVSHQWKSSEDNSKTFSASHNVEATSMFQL
697 NFkB inh – lowers PMA/ionomycin-induced NF-kB signal in 697 B cells; inhibition, % at 4 µM; AID 435022; 697 B-cell NF-kB luciferase reporter, 16 h; 330,000 tested, 0.33% active; in the data active means inhibition above about 35%
* marks the source's active call; other numbers are inactive results; x = no result given. Rows were taken by chance (roughly 5% active in at least one column).

SMILES	UPR XBP1 act	Mdm2-MdmX inh	CCR6 antag	UPR CHOP act	EBI2 antag	Gli-Sufu block	Jurkat NFkB inh	CXCR6 inh	697 NFkB inh
NC(=O)[C@H]1CC2(CC(c3cccc(NC(=O)COc4ccc(Cl)cc4)c3)=NO2)CN1C(=O)C(c1ccccc1)c1ccccc1 (stereo partly specified)	7	60*	-1	19	0	0	6	2	-19
O=C(CCc1ccc(S(=O)(=O)N2CCOCC2)cc1)Nc1ccccc1F	-2	18	2	2.5	-2	1	-141	-5	3
COc1ccccc1CC1(C)NC(=O)N(CC(=O)Nc2cc(C)on2)C1=O (stereo unspecified)	-1	6	-4	-0.2	1	7	3	-2	-2
Cc1ccc(C2C3=C(CC(C)(C)CC3=O)N=C3c4ccccc4C(=O)C32)cc1 (stereo unspecified)	5	36	35	0.5	3	6	17	16	18
Cn1c(=O)nc2n(Cc3ccccc3)c3cccc(Cl)c3cc-2c1=O	-1	9	6	0.7	-6	11	7	9	-12
COc1ccc(CN(C(=O)c2ccc(C)cc2)C2CCS(=O)(=O)C2)cc1 (stereo unspecified)	-6	22	9	1.7	-11	0	16	-6	6
CC(=O)N1CCCc2ccc(NS(=O)(=O)c3ccccc3)cc21	-3	-2	-2	-0.2	1	-12	10	0	5
Cn1c(=O)[nH]c(=O)c2c1nc(Br)n2CCSc1ncccn1	-3	2	-4	1.1	-5	-1	13	-3	5
Cc1oc(-c2ccccc2Cl)nc1CS(=O)CC(=O)NCc1ccc(Cl)cc1 (stereo unspecified)	-4	1	2	1.1	7	-10	12	-2	18
COc1cccc(NC(=O)c2sc3nc(N4CCOCC4)c4c(c3c2N)CCCC4)c1	1	-29	14	6.1	15	-40	-55	1	-58
CCOC(=O)c1sc(=NC(=O)c2ccc(Cl)s2)n(C)c1C	1	17	2	2.3	6	-57	-206	8	-153
CC1(C)CC(=O)C=C(NCCN2CCN(C(=S)NC3CCCCC3)CC2)C1	3	-8	7	1.8	4	-1	4	2	13

Continued, overlapping the part above by 7 compounds.
SMILES	UPR XBP1 act	Mdm2-MdmX inh	CCR6 antag	UPR CHOP act	EBI2 antag	Gli-Sufu block	Jurkat NFkB inh	CXCR6 inh	697 NFkB inh
COc1ccc(CN(C(=O)c2ccc(C)cc2)C2CCS(=O)(=O)C2)cc1 (stereo unspecified)	-6	22	9	1.7	-11	0	16	-6	6
CC(=O)N1CCCc2ccc(NS(=O)(=O)c3ccccc3)cc21	-3	-2	-2	-0.2	1	-12	10	0	5
Cn1c(=O)[nH]c(=O)c2c1nc(Br)n2CCSc1ncccn1	-3	2	-4	1.1	-5	-1	13	-3	5
Cc1oc(-c2ccccc2Cl)nc1CS(=O)CC(=O)NCc1ccc(Cl)cc1 (stereo unspecified)	-4	1	2	1.1	7	-10	12	-2	18
COc1cccc(NC(=O)c2sc3nc(N4CCOCC4)c4c(c3c2N)CCCC4)c1	1	-29	14	6.1	15	-40	-55	1	-58
CCOC(=O)c1sc(=NC(=O)c2ccc(Cl)s2)n(C)c1C	1	17	2	2.3	6	-57	-206	8	-153
CC1(C)CC(=O)C=C(NCCN2CCN(C(=S)NC3CCCCC3)CC2)C1	3	-8	7	1.8	4	-1	4	2	13
Cc1ccc2c(c1)c1c(n2CC(O)CN2CCOCC2)CCCC1 (stereo unspecified)	-3	-17	x	0.2	x	x	3	x	-2
Cc1cc(Cl)c(OCCOCCN2CCCC(C)C2)c(Br)c1 (stereo unspecified)	0	12	6	0.5	3	x	-5	-5	-18
Cc1cccc(N2CCN(C(=O)c3ccc4nc(-c5ccco5)c(-c5ccco5)nc4c3)CC2C)c1 (stereo unspecified)	-1	21	8	1.5	4	5	1	0	-2
CNC(=O)CN(c1cc(C)ccc1C)S(C)(=O)=O	-2	10	-5	-1.0	1	-3	-10	-3	5
CC(=O)Nc1ccc(CN2CCCC(C(=O)c3ccc(C(F)(F)F)cc3)C2)cc1 (stereo unspecified)	4	-7	11	-0.3	9	-10	2	-2	3
CCOC(=O)C1CCN(Cc2nnc(-c3cccc(Br)c3)o2)CC1	0	19	1	0.5	-6	6	21	1	13
COc1ccc2[nH]c3c(NCc4ccco4)ncnc3c2c1	1	-22	-5	6.2	x	4	-37	x	-21
Cc1ccc(Nc2cc(C)nc3ccc(C)cc23)cc1	-5	20	8	1.0	1	18	13	4	-43
CCOc1ccccc1Nc1nnc(SCC(=O)N(C)C2CCS(=O)(=O)C2)s1 (stereo unspecified)	0	-9	2	-0.7	-4	6	7	-9	15
Fc1ccc2nc(Nc3nc4c(s3)CCCC4)sc2c1	4	-192	-5	7.1	18	-83	-102	-20	-139
Cc1cccc(NS(=O)(=O)c2cc3c4c(c2)CC(=O)N4CCC3)c1C	-4	5	14	-0.1	0	9	-13	-7	-12
CS(=O)(=O)N(Cc1ccc(C(=O)NC2CCCC2)cc1)c1ccccc1	1	-3	-17	-0.5	7	-9	0	-3	11
CC(C)(C)OC(=O)C[C@@H]1C/C=C\C[C@H](CC(=O)N(CCO)Cc2ccccc2)C(=O)N[C@H](Cc2ccccc2)COC1=O	-2	0	16	0.8	10	-3	11	4	17
Cc1ccc(-c2nn(-c3ccccc3)cc2C(=O)Nc2ccc(C(=O)O)cc2)cc1	3	2	6	4.7	-6	x	-14	-5	-35
CC1(C)CC2CC(C)(CN2S(=O)(=O)c2cccc(C(=O)OCC(=O)NC(N)=O)c2)C1 (stereo unspecified)	-4	-1	10	0.9	-5	-4	16	-4	2
COc1ccccc1-c1cnnc(N/N=C/c2ccc(-c3cccc(Br)c3)o2)n1	1	16	6	-0.7	2	10	0	10	-20
COc1ccc([C@H]2CC(=O)C=C(c3ccc(Oc4ccccc4)cc3)C2)cc1OC	-3	26	26	-2.1	25	16	7	12	-16
Cc1ccc(Nc2ncc(C(=O)NCCCN3CCN(C)CC3)c3ccccc23)cc1Cl	0	42	8	-1.7	-8	11	-16	-12	14
COCCCNC(=O)Cn1cc(/C=C(\C#N)C(=O)NC2CC2)c2ccccc21	-4	8	13	1.3	-2	5	3	-5	8
Cn1c(COc2ccccc2)nnc1SCC(=O)NCc1ccccc1	-1	2	-2	-0.4	-7	-2	4	8	2
O=C(CNC(=O)c1ccccc1Br)N/N=C/c1ccc(O)cc1	-3	22	2	0.1	-9	6	15	-20	14
O=C(CCCCCN1C(=O)CCC1=O)Nc1ccc(Br)cc1F	4	15	-10	2.5	-5	-9	-5	-4	4
COc1ccc(NC(=O)C#Cc2ccccc2)cc1OC	0	57*	12	20	4	14	24	-6	11
CCc1ccc(CNc2ccc3c(c2)ncn3C)cc1	3	-168	15	5.4	-4	-65	-81	10	-61
COc1ccc(S(=O)(=O)NC(C)C(=O)NCc2ccccn2)cc1Cl (stereo unspecified)	-8	27	20	-0.3	7	-9	0	2	-1
COc1ccc(C(=O)NCC(c2cccs2)N2CCc3ccccc32)c(OC)c1 (stereo unspecified)	0	22	24	0.7	12	12	5	26	-30
O=C(O)Cc1ccc(NC(=O)Nc2cccc3ccccc23)cc1	-3	4	-4	0.7	3	5	1	4	-19
C=CCn1cc(/C=C2\SC(N3CCOCC3)=NC2=O)c2ccccc21	-3	17	11	3.4	3	1	-11	1	3
CCOC(=O)c1c(NC(=O)c2cc3n(n2)C(C(F)(F)F)CC(c2ccccc2)N3)sc(C)c1C (stereo unspecified)	4	24	-9	7.1	11	-4	7	2	-1
C[C@H](CO)N1C[C@H](C)[C@@H](CN(C)Cc2ccc(-c3ccccc3)cc2)Oc2ccc(NC(=O)Cn3cnnn3)cc2C1=O	-2	-6	6	0.9	23	-7	3	4	-7
O=C(OCC(=O)N1CCC(Cc2ccccc2)CC1)c1cncc(Br)c1	-3	3	10	1.0	5	x	-27	-5	16
C#Cc1ccc([C@@H]2C=C(C(=O)OCC=C)O[C@H](OCCCCO)C2)cc1	-2	-7	16	0.8	8	-7	-5	1	-3
COc1ccc(O)c(/C=N/NS(=O)(=O)c2ccc(C)cc2)c1	0	20	8	-1.3	-2	-9	11	-5	-3
COc1ccc(-c2[nH]ncc2-c2nc(C)cs2)c(O)c1	-5	23	-1	-0.4	-5	-2	-3	-3	-20
COc1ccc(CCNC(=O)COc2ccc([N+](=O)[O-])cc2)cc1	-2	-30	17	-1.1	-7	-4	8	4	3
Cc1ccc(Cn2c(=O)n(-c3ccccc3)c(=O)c3ccc(C(=O)NCc4ccco4)cc32)cc1	35*	20	2	1.0	7	8	2	10	5
CCOc1ccc(N=C2NC(=O)C(CC(=O)Nc3ccc(OC)cc3)S2)cc1 (stereo unspecified)	-2	-9	2	0.3	7	-6	-9	11	1
CC1(C)Cc2c(C#N)c(SCC(=O)O)nc(N3CCOCC3)c2CO1	-2	-20	-4	1.2	-8	1	10	-8	0
CC(=O)Nc1ccc(NC(=O)c2cc(=O)c3ccccc3o2)cc1	-2	19	10	0.8	0	11	2	6	4
Cc1ccc2c(C)c(C(=O)N3CCN(c4ncccn4)CC3)oc2c1C	2	12	1	-0.7	19	18	-1	-1	-53
CCN(Cc1ccc(OC)c(F)c1)C(=O)c1cc2ccccc2o1	10	30	24	2.5	10	-41	7	4	6
CC(=O)N(c1cc(C)ccc1C)c1ccccc1[N+](=O)[O-]	x	x	5	x	-5	-3	x	-12	x
c1ccc(NCc2nc3ccccc3n2CCOc2ccccc2)cc1	3	-14	8	-0.3	-6	-4	-28	-2	-27
COc1ccc(N2CCN(c3ccc([N+](=O)[O-])nc3)CC2)cc1	-2	23	16	0.0	7	35	6	-2	0
COc1ccc(-n2nc(C(=O)NCC(=O)Nc3cccc(NC(C)=O)c3)c3ccccc3c2=O)cc1	-3	10	7	-0.6	2	-15	-1	10	20
CCn1cc(C(=O)NN)c(=O)c2cc(F)c(N3CCN(C)CC3)cc21	-5	13	-9	0.6	6	4	-8	4	11
Cc1cc2ncc(-c3ccc(Cl)cc3)cn2n1	3	-100	1	3.6	-3	-98	-116	0	-85
O=c1n(-c2ccc(Br)cc2)cnn1-c1ncccc1[N+](=O)[O-]	-1	-65	1	4.9	-5	-67	-56	-9	-37
COc1ccccc1-c1c(C(F)(F)F)oc2cc(OC(=O)c3ccc([N+](=O)[O-])cc3)ccc2c1=O	0	10	-12	-1.6	-7	0	4	-17	9
Cc1cc(C)nc(N2CCC(C(=O)NC3CCCCCC3)CC2)n1	-3	13	-26	-1.1	1	3	-5	-4	-7
NC(=O)Nc1ccccc1C(=O)N1CCC(O)(c2ccc(Cl)cc2)CC1	-4	15	8	0.3	-11	10	2	-5	10
O=C(/C=C\c1cn(-c2ccccc2)nc1-c1ccc2c(c1)OCCO2)N1CCOCC1	4	43	18	5.8	15	-3	3	-1	-1
CC(C)=CCN1CCN(Cc2ccoc2)CC1CCO (stereo unspecified)	0	19	-1	-3.2	3	-6	-3	-14	13
COc1ccc(/C=N/Nc2nc3ccccc3o2)cc1OC	3	-56	11	2.7	6	-78	-116	-13	-212
CC(CCc1ccccc1)NC(=O)COc1ccc(S(=O)(=O)N2CCOCC2)cc1[N+](=O)[O-] (stereo unspecified)	-2	7	8	3.2	1	7	-4	-23	1
O=C(c1cc2ccccn2n1)N1CCN(Cc2ccccc2)CC1	6	12	4	9.1	6	-35	-26	6	-24
CCC(=O)Nc1ccc(/C(C)=N\NC(=O)c2ccc(C)s2)cc1	-1	-33	-2	1.1	0	3	-6	0	-30
